Insulin prom inh – inhibitors of insulin promoter-driven GFP, primary screen, imaging, TRM-6 cells (human fetal islet line), eGFP reporter, cell count; reporter expression induced with tamoxifen; inhibition, % at 2 µM; 130,000 tested, 0.9% active;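 active = inhibition above the mean plus 3 SD, with well images judged a real hit on visual review, cut at about 60% in these data, passing the limit was not always enough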
sdo1 growth – growth rescue of sdo1-depleted yeast, primary screen, S. cerevisiae, bone marrow failure model; S. cerevisiae sdo1-depleted JHY4D growth rescue, OD600 30 h; hits give high values; pdr5 snq2 efflux-pump mutant strain; z-score at 10 µM; 140,000 tested, 0.21% active; AID 817, 2007;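 active = z-score above 3 at both the 24 hr and the 30 hr optical density reads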;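 note: z-score against mean and SD of all compound wells on the same plate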
sdo1 growth Rescue 24 h – recorded beside sdo1 growth, whose call it bears; z-score; S. cerevisiae sdo1-depleted JHY4D growth rescue, OD600; measured here: growth rescue at 24 h;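 0 is the plate mean of compound wells and units are plate SD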
The depositor's hits bear a star; i = inactive; · = no result given.

Every second line gives: Insulin prom inh	sdo1 growth	sdo1 growth Rescue 24 h
- O=S(=O)(Nc1ccncc1)c1ccc(Cl)cc1
→ ·	0.82	0.35
- Clc1ccc(-c2csc(N/N=C/c3ccc4c(c3)OCO4)n2)cc1
→ ·	1.2	2.4
- COc1ccc(S(=O)(=O)N2CCCN(CCC(=O)Nc3cccc(C(F)(F)F)c3)CC2)cc1
→ -61	-1.4	-0.92
- CCc1nc(SCC(=O)N2CCC(C)CC2)c2c(=O)n(C)c(=O)n(C)c2n1
→ ·	-0.46	-0.92
- CN1C(=S)SC(C)(NO)C1(C)C (configuration not stated)
→ -57	1.5	1.2
- COc1nc(Nc2ccc([N+](=O)[O-])cc2)nc(NC2CCCCC2)n1
→ 36	·	·
- CCCS(=O)(=O)N1CCC(C(=O)NCc2ccc3c(c2)OCO3)CC1
→ 0	·	·
- CCCCCCCCCCn1c2c(c(=N)c3c1CCC3)CCC2
→ -86	-2.3	-1.3
- N#CC(C(=O)C12CC3CC(CC(C3)C1)C2)c1nc2ccccc2[nH]1 (configuration not stated)
→ -29	-2.8	-1.6
- COC(=O)CN(c1ccc(F)cc1)S(=O)(=O)c1ccc2c(c1)OCCO2
→ ·	0.02	0.56

Every second line gives: Insulin prom inh	sdo1 growth	sdo1 growth Rescue 24 h
- Cc1cc(C)c(NC(=O)/C(=C/c2ccco2)c2ccccc2)c(C)c1
→ -17	-1.8	-1.1
- COc1ccc(OC)c(C(=O)CSc2nc3ccccc3n2CC(=O)NC(C)(C)C)c1
→ 4	-0.9	-0.89
- CC(C)NC(=O)c1onc(CSc2ccc(F)c(F)c2)c1C(=O)O
→ 62	1.6	3
- COCCn1c(C)cc(C(=O)CSc2ncnc3sc4c(c23)CCC4)c1C
→ -253	0.74	1.6
- Cc1nn(-c2ccccc2)c(C)c1/C=N/NC(=O)CSc1nnc(SCc2ccccc2Cl)s1
→ -167	-0.96	0.6
- CSCCC(NC(=O)c1ccco1)C(=O)OCC(=O)Nc1sccc1C#N (configuration not stated)
→ ·	0.13	-0.23
- O=C1NCCCc2nonc21
→ -38	1.3	0.97
- COCCSc1ccccc1C(=O)N1CCOCC1
→ 14	1.1	1.2
- CCO/C=C1/C(=O)N(C(C)=O)c2ccccc21
→ 18	2.1	2.6
- Cc1nnc(Sc2nc3c(c(=O)[nH]c(=O)n3C)n2CCCc2ccccc2)s1
→ ·	0.11	-0.65

Every second line gives: Insulin prom inh	sdo1 growth	sdo1 growth Rescue 24 h
- O=C(CNS(=O)(=O)c1ccc2ccccc2c1)OCc1nnc(-c2ccccc2)o1
→ ·	0.34	-0.03
- CCNC(=S)N(Cc1cc2c(C)ccc(C)c2[nH]c1=O)C1CCCC1
→ 0	·	·
- Nc1ccc(Sc2ccccc2CC(=O)O)cc1
→ 50	0.05	0.08
- Cc1nn(C)c(=O)n1-c1ccc(OCc2ccccc2)cc1
→ ·	0.1	-0.54
- CCn1cc(/C=C2/SC(=S)NC2=O)c(C)n1
→ 14	0.03	-0.01
- Cc1onc(-c2ccccc2)c1C(=O)Nc1nnc(N2CCCCCC2)s1
→ 14	0.17	0.07
- Cc1ccc(C(=O)C(c2ccccc2)N2Cc3ccccc3C2=N)cc1 (configuration not stated)
→ 55	-1.6	-1
- CCN(c1ccccc1)S(=O)(=O)c1ccc(C(=O)NCCCn2ccnc2)cc1
→ -9	·	·
- CC1CN(C(=O)Nc2ccc(Br)cc2Cl)CC(C)O1 (configuration not stated)
→ -32	·	·
- COc1ccc(N2CCN(C(=O)Cn3cnc4c3c(=O)n(C)c(=O)n4C)CC2)cc1
→ -27	·	·

Every second line gives: Insulin prom inh	sdo1 growth	sdo1 growth Rescue 24 h
- CC(CN1CCOCC1)OC(=O)C(C)(c1ccccc1)c1ccccc1 (configuration not stated)
→ -69	0.14	-0.71
- CCOC(=O)Cc1csc(NC(=O)c2sc3nc4cc(C)ccc4cc3c2N)n1
→ -3	-1.1	-1.1
- CCOC(=O)C1CCCN(C(=O)c2sc3nc(-c4ccc(F)cc4)cn3c2C)C1 (configuration not stated)
→ 43	-0.95	-0.79
- CC(C)O/N=C1\C(=O)N(c2ccccc2)c2ccccc21
→ 19	·	·
- COc1ccc(NC(=O)C(Cc2ccccc2)NC(=O)c2ccco2)cc1OC (configuration not stated)
→ 42	0.63	0.25
- C=C(C)C(=O)Nc1cccc(C(C)=O)c1
→ 0	-0.19	0.28
- O=C(NC1CCCC1)C(c1c[nH]c2ccccc12)N(C(=O)Cn1nnc(-c2ccc(Cl)cc2)n1)c1ccccc1 (configuration not stated)
→ -34	-0.47	-0.15
- O=S(=O)(c1cc(Cl)ccc1Br)N1CCCCC1
→ 36	0.06	1
- CCC(=O)N1CCN(c2ccc(Cl)cc2NC(=O)Cc2ccccc2)CC1
→ -312	-1.2	-0.66
- CCOC(=O)C1=C(N)OC2=C(C(=O)CC(C)(C)C2)C1c1ccoc1 (configuration not stated)
→ 63	0.41	0.19

Some of the entries so far, with bars between the fields:
molecule | Insulin prom inh | sdo1 growth | sdo1 growth Rescue 24 h
C=C(C)C(=O)Nc1cccc(C(C)=O)c1 | 0 | -0.19 | 0.28
CC(C)O/N=C1\C(=O)N(c2ccccc2)c2ccccc21 | 19 | · | ·
CCOC(=O)Cc1csc(NC(=O)c2sc3nc4cc(C)ccc4cc3c2N)n1 | -3 | -1.1 | -1.1
O=C(NC1CCCC1)C(c1c[nH]c2ccccc12)N(C(=O)Cn1nnc(-c2ccc(Cl)cc2)n1)c1ccccc1 (configuration not stated) | -34 | -0.47 | -0.15
CCOC(=O)C1CCCN(C(=O)c2sc3nc(-c4ccc(F)cc4)cn3c2C)C1 (configuration not stated) | 43 | -0.95 | -0.79
CCC(=O)N1CCN(c2ccc(Cl)cc2NC(=O)Cc2ccccc2)CC1 | -312 | -1.2 | -0.66

(next part)
Every second line gives: Insulin prom inh	sdo1 growth	sdo1 growth Rescue 24 h
- Cc1ccccc1CSCC(=O)c1c(N)n(C)c(=O)n(C)c1=O
→ 34	-0.68	-1.4
- COc1cccc(/C(O)=C2\C(=O)C(=O)N(c3ccccn3)C2c2ccccc2OC)c1 (configuration not stated)
→ -43	1.6	2.1
- CC(=O)c1cc(C#N)c(NCc2cc(-c3ccccc3)no2)nc1C
→ -27	·	·
- CC(/C=C/c1ccc2c(c1)OCO2)=N/NC(=O)c1cccnc1
→ ·	0.31	-0.22
- Cc1ccc(CC(=O)Nc2ccccc2-c2ccccc2)cc1C
→ -4	-0.28	0.05
- c1ccc(CSc2nnc(Cc3ccccn3)o2)cc1
→ 64	0.39	0.21
- COc1cc(CN2CC(=O)N(c3ccc(C)cc3)C2=S)cc(OC)c1OC
→ 8	-0.24	-0.79
- CCCCC(=O)Nc1cccc(-c2csc(-c3ccccc3)n2)c1
→ 7	-1	-0.29
- C=CCn1c(C)cc(C(=O)CN2C(=O)c3ccccc3C2=O)c1C
→ ·	-1.8	-0.54
- Cc1ccc(-n2c(SCC(=O)OC(C)C)nnc2-c2cnccn2)cc1
→ 21	-0.59	-0.9

Gathered by group, the entries above containing a furan ring, fused or not (4)
Every second line gives: Insulin prom inh	sdo1 growth	sdo1 growth Rescue 24 h
- Cc1cc(C)c(NC(=O)/C(=C/c2ccco2)c2ccccc2)c(C)c1
→ -17	-1.8	-1.1
- CSCCC(NC(=O)c1ccco1)C(=O)OCC(=O)Nc1sccc1C#N (configuration not stated)
→ ·	0.13	-0.23
- COc1ccc(NC(=O)C(Cc2ccccc2)NC(=O)c2ccco2)cc1OC (configuration not stated)
→ 42	0.63	0.25
- CCOC(=O)C1=C(N)OC2=C(C(=O)CC(C)(C)C2)C1c1ccoc1 (configuration not stated)
→ 63	0.41	0.19

(listing goes on)
Every second line gives: Insulin prom inh	sdo1 growth	sdo1 growth Rescue 24 h
- O=C(CN1CCN(Cc2ccccc2)CC1)NCCNc1ccc([N+](=O)[O-])cn1
→ 40	·	·
- Cc1nn(CC(=O)NCc2cc3ccccc3[nH]2)c(C)c1[N+](=O)[O-]
→ 16	-0.52	-0.41
- CC(C)Cn1c(CN(Cc2ccccc2)Cc2ccccc2)nc2c1c(=O)n(C)c(=O)n2C
→ ·	-1.1	-0.61
- CCCNC(=O)NC(C)C12CC3CC(CC(C3)C1)C2 (configuration not stated)
→ -52	0.03	0.09
- FC(F)(F)c1nc2ncc(Cl)cc2[nH]1
→ -78	0.61	0.31
- CC(=O)c1ccc(-c2ccc(C(=O)NC3CCCCCC3)o2)cc1
→ 33	·	·
- Cc1cnc([N+](=O)[O-])n1CCOC(=O)NC(=O)c1cccc(F)c1
→ -67	·	·
- CCC1CCCCN1CCCNC(=O)CCCOc1cc(=O)n(C)c2ccccc12 (configuration not stated)
→ 20	·	·
- CC(=O)N(c1ccccc1)C1SC(=O)N(c2ccccc2)C1=O (configuration not stated)
→ 18	0.96	0.49
- Fc1ccccc1CNC(=S)Nc1ccc(Cl)cc1
→ -33	-1	-0.89

Every second line gives: Insulin prom inh	sdo1 growth	sdo1 growth Rescue 24 h
- O=C(CN1CCOCC1)NC1C2CC3CC(C2)CC1C3 (configuration not stated)
→ 13	0.53	-0.05
- COCCn1c(SCC(=O)NCCc2ccccc2)nnc1-c1ccco1
→ ·	0.12	-0.58
- CCc1nnc(NC(=O)c2ccc(-c3ccc([N+](=O)[O-])cc3Cl)o2)s1
→ 0	·	·
- Cc1ccc(NC(=O)c2ccc(CSc3ncnc4nc[nH]c34)cc2)c(C)c1
→ 4	-0.23	-0.99
- C(=N\Nc1nc(N2CCCC2)nc(N2CCCC2)n1)/c1ccncc1
→ -58	·	·
- CCOP(=O)(OCC)c1nc(-c2ccccc2)oc1NCc1ccccc1
→ -17	-1.7	-1.5
- Nc1nnc(CC(=O)NCc2ccccc2)s1
→ -28	1.1	-0.11
- Cc1nc2ccccc2c(=O)n1NC(=O)/C=C/c1ccccc1Cl
→ 0	-0.28	-0.93
- OCc1cn(-c2ccc(Cl)cc2)nn1
→ 33	·	·
- CCN(CC)CCN(C(=O)c1ccc(S(=O)(=O)N2CCCCC2)cc1)c1nc2cc3c(cc2s1)OCO3
→ 75*	·	·

Every second line gives: Insulin prom inh	sdo1 growth	sdo1 growth Rescue 24 h
- Nc1cc(N)nc(SCC(=O)Nc2ccc3c(c2)OCCCO3)n1
→ ·	1.3	2.5
- CCN1CCCC1CN(Cc1cc2ccc(C)c(C)c2[nH]c1=O)C(=O)Nc1ccccc1OC (configuration not stated)
→ ·	0.71	-0.34
- CCOc1ccc(N2C(=O)C3C4C=CC(CC4)C3C2=O)c([N+](=O)[O-])c1 (configuration not stated)
→ ·	0.11	-0.11
- CN(C)S(=O)(=O)c1ccc(-c2csnn2)s1
→ -6	0.61	0.73
- CSCCC(NC(=O)c1ccc([N+](=O)[O-])cc1Cl)C(=O)OCC(=O)N(C)C (configuration not stated)
→ -34	1.1	0.79
- CCOc1ccccc1NC(=O)C1CCN(c2ccc(S(=O)(=O)N3CCCC3)cc2)CC1
→ ·	-0.12	0.97
- O=C(O)c1ccc2oc(SCC(=O)N3CCCCC3)nc2c1
→ -12	0.3	-0.2
- Cc1ccc(C2CC(c3cccc(NS(C)(=O)=O)c3)=NN2S(C)(=O)=O)cc1 (configuration not stated)
→ -40	·	·
- CCCC(=O)n1nc(-c2ccccc2)nc1N
→ 28	-1.2	-1.4
- COC(=O)c1ccc(C(=O)OC)c(-n2c(=O)c3ccccc3c3ccccc3c2=O)c1
→ -24	0.45	0.3

Some of these compounds in order of their number in Insulin prom inh, high to low.
Every second line gives: Insulin prom inh	sdo1 growth	sdo1 growth Rescue 24 h
- CCCC(=O)n1nc(-c2ccccc2)nc1N
→ 28	-1.2	-1.4
- O=C(O)c1ccc2oc(SCC(=O)N3CCCCC3)nc2c1
→ -12	0.3	-0.2
- COC(=O)c1ccc(C(=O)OC)c(-n2c(=O)c3ccccc3c3ccccc3c2=O)c1
→ -24	0.45	0.3

Following part
Every second line gives: Insulin prom inh	sdo1 growth	sdo1 growth Rescue 24 h
- S=C(Nc1ccc2c(c1)OCO2)N1CCCC1
→ -79	·	·
- FC(F)(F)c1cccc(Oc2cc(C(F)(F)F)nc(-c3ccccn3)n2)c1
→ 7	0.02	1.1
- COc1ccc(CCCC(=O)NC2CCCCC2)cc1
→ 0	0.56	-0.29
- O=C(N/N=C\c1ccc(OC(=O)c2cccs2)cc1)c1ccc(Cl)cc1
→ 23	1.1	2
- Cc1cccc(OCC(=O)Nc2nonc2NC(=O)COc2cccc(C)c2)c1
→ -39	-1.4	-1.2
- CCNC(=O)C(=O)c1c(-c2ccccc2)[nH]c2ccccc12
→ -7	·	·
- O=C(NCCOc1ccccc1)c1ccc2c(c1)OCO2
→ ·	-0.31	-0.53
- Cc1c(C)n(C(=O)CSc2nncn2C)c2ccccc12
→ -26	0.55	2
- COc1ccc2cc(-c3csc(-c4cccnc4)n3)ccc2c1
→ 2	-2.2	-0.03
- O=C(O)c1ccc2c(c1)nnn2C1CCCCC1
→ -18	-0.73	-1.5

Every second line gives: Insulin prom inh	sdo1 growth	sdo1 growth Rescue 24 h
- Cc1ccc(-n2c(C)nnc2SCC(=O)NNC(=O)c2ccco2)cc1
→ i	·	·
- CCOc1ccc(NC(=O)CCNc2c(N3CCCC3)c(=O)c2=O)cc1
→ 27	1.1	0.63
- Cc1ccc(SCCc2ccc(C)nc2)cc1
→ 53	1.2	1
- NC(=O)c1c(N)sc2c1CCCCC2
→ ·	0.47	0.04
- CCCNC(=S)NC1CC2CCCC(C1)N2CC(C)C (configuration not stated)
→ 39	0.85	-0.02
- CCN(CC)S(=O)(=O)c1cccc(C(=O)NCC(=O)OCC(=O)NCc2ccccc2)c1
→ -31	1.4	2.1
- Cc1cccc(-n2ncc3c(NC(C)C)ncnc32)c1
→ ·	-0.26	-0.51
- CCOC1(OCC)N=C(N)C2(C#N)C(c3cccc(OC)c3OC)C12C#N (configuration not stated)
→ ·	0.93	-0.01
- CC1(C(=O)NC2CCCCCCC2)CCC(=O)N1Cc1cccs1 (configuration not stated)
→ -43	-0.15	-0.28

Screens deposited in PubChem by several laboratories.
